Screening data from PubChem BioAssay.
LDHA inh = blocks human lactate dehydrogenase A; purified LDHA, NADH/diaphorase-resazurin fluorescence; stronger effect = lower value; activity change, % (values are at about 110 or 230 µM); 0.15% of 480,000 active; AID 1347041; in the data active = activity change below about -30%; inconclusive = mostly about -25% to -30%;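 also: plate controls were DMSO wells for no effect and wells without enzyme for full effect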
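Enzyme activity of human lactate dehydrogenase 5 (2 nM; 0.06 mM NADH, 0.2 mM pyruvate, 5 min, RT) is measured via a resazurin/diaphorase fluorescence readout of residual NADH.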
ALOX12 inh = ALOX12 (human) lipoxygenase inhibition; P18054; purified 12hLO, xylenol orange hydroperoxide absorbance; Potency, µM (top dose mostly 108 µM), for inactives: top-dose activity change, negative = inhibition, most hits filed as inhibitors; 1.1% of 580,000 active; AID 1671190; also: potency is read from the fitted curve at half-maximal effect; % is scaled to controls: 0 for no effect and ±100 for the full control effect
Target sequence (P18054 whole entry, looked up): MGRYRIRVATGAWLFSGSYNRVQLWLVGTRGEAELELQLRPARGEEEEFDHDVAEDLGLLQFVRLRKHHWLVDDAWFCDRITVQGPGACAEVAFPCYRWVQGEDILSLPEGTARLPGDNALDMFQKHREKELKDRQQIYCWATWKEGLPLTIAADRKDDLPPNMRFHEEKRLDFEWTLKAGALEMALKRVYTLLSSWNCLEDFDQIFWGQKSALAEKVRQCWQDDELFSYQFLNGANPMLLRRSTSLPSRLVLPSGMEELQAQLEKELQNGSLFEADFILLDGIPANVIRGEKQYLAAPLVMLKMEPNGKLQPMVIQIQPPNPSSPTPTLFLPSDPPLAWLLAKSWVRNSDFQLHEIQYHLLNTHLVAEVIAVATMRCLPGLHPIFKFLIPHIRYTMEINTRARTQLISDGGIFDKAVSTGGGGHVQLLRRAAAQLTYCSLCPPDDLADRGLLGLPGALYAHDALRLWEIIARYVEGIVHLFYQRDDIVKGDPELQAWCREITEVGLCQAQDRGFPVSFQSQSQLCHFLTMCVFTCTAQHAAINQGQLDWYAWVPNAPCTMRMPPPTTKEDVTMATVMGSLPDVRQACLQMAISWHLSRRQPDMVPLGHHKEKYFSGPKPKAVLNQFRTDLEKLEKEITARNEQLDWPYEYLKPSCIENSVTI
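Purified human 12hLO (150 nM final) in 25 mM Hepes, 0.01% Triton X-100, pH 7.0 was preincubated 15 min at room temperature with compound. Then 40 uM arachidonic acid was added, 30 min. Hydroperoxide was read by Fe-XO absorbance ratio 573/405 nm.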
POLK inh = blocks human DNA polymerase kappa activity; Q9UBT6; purified Pol kappa, fluorescent DNA synthesis assay, 10 min; Potency, µM (titrated, usually from 107 µM), without a hit: top-dose activity, negative = inhibition, most hits filed as inhibitors; 0.53% of 400,000 active; AID 588579; also: potency is read from the fitted curve at half-maximal effect; % is scaled to controls: 0 for no effect and ±100 for the full control effect
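Here, compound and 10 nM enzyme are combined for 15 min at room temperature; adding 50 nM substrate (final) starts DNA synthesis, tracked by fluorescence at 0 and 10 min against buffer-only wells.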
Apoferritin bind = candidate novel general anesthetic via apoferritin binding; P02791; apoferritin/1-aminoanthracene competitive binding, fluorescence; Potency, µM (highest dose often 77.5 µM), for the others: top-dose activity change, negative = displacement, usual class: inhibitors; 0.074% of 350,000 active; also: potency is read from the fitted curve at half-maximal effect; % is scaled to controls: 0 for no effect and ±100 for the full control effect; nearly all actives have a fitted effect of over 20% in size
Target sequence (P02791 2-175 limits assumed): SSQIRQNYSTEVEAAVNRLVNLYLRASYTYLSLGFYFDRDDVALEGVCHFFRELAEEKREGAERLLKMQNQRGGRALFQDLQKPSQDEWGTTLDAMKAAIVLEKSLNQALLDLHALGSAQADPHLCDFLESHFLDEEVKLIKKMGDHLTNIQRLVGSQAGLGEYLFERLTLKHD
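Horse-spleen apoferritin (10 uM) in 50% saturated 1-aminoanthracene in PBS was incubated 10 min at room temperature with compound. Fluorescence (ex 380, em 535 nm) was normalized to free and bound 1-AMA, with concentration-response fitted by a four-parameter Hill equation.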
APEX1 inh = blocks human APE1 abasic DNA cleavage; recombinant APE1, TAMRA/BHQ-2 abasic DNA cleavage fluorescence; P27695; Potency, µM (doses to about 65.8 µM), inactives show at the top dose activity change, negative = inhibition, actives largely listed as inhibitors; 0.35% of 350,000 active;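 also: potency is read from the fitted curve at half-maximal effect; plate controls were vehicle for no effect and reference inhibitor for full effect; nearly all actives have a fitted effect of over 55% in size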
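Readout is kinetic fluorescence (ex 525, em 598 nm) from cleavage of 50 nM TAMRA/BHQ-2 THF abasic duplex by 0.75 nM APE1, compound added 15 min beforehand at RT.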
POLH inh = inhibitors of human DNA polymerase eta; Q9Y253; recombinant Pol eta, fluorescent DNA replication assay; 1.2% of 390,000 active; Potency, µM (titrated, usually from 114 µM), for the others: at the highest dose activity change, negative = inhibition, usual class: inhibitors; also: potency is read from the fitted curve at half-maximal effect; % is scaled to controls: 0 for no effect and ±100 for the full control effect
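Pol eta at 10 nM preincubated with compounds 15 min at room temperature; reaction started with fluorescent substrate (50 nM final) and read kinetically at 0 and 10 min.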
POLB inh = DNA polymerase beta (human) inhibition | P06746 | Pol beta primer extension/strand displacement, fluorescence kinetic | Potency, µM (highest dose often 114 µM), for the others: top-dose activity change, negative = inhibition, usual class: inhibitors | 1.3% of 340,000 active | AID 485314; also: potency is read from the fitted curve at half-maximal effect; % is scaled to controls: 0 for no effect and ±100 for the full control effect
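Enzyme-only controls used 10 nM Pol beta; buffer lacking enzyme served as negative control. Compound preincubated 15 min, then 50 nM substrate added; 0 and 10 min reads at room temperature.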
ERG-DNA inh = blocks human ERG Ets domain binding to DNA; fluorescence polarization, His-ERG Ets domain / labelled DNA; Potency, µM (doses to about 76.9 µM), for the others: at the highest dose FP activity, negative = inhibition, hits mostly inhibitors; 0.028% of 370,000 active; AID 624246; active = well fitted inhibition curve with a large enough effect in the polarisation, with a control signal flat; inconclusive = small, poorly fitted or top-dose-only effect, or effect the other way, or a change in a side signal; inactive = no such curve, though single readings can be large or run the other way; the % refers to the polarisation;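 also: polarization taken with two DNA probes labelled with fluorescein and Texas red; potency is read from the fitted curve at half-maximal effect; % of control where 0% means no effect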
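His-tagged ERG Ets domain (1 uM in the protein solution; 300mM KCl, 50mM Tris-HCl, 1mM EDTA, 1mM DTT, pH 7.5) received compound, then a probe mix of 5 nM fluorescein-DNA and 100nM Texas-615-DNA. Fluorescence polarization was read for both dyes.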
RGS4 inh = human RGS4 inhibition | P49798 | Transcreener GDP fluorescence polarization, RGS4-accelerated GTP hydrolysis | Potency, µM (titrated, usually from 114 µM), inactives show at the top dose activity change, negative = inhibition, actives largely listed as inhibitors | 0.039% of 390,000 active; also: potency is read from the fitted curve at half-maximal effect; % is scaled to controls: 0 for no effect and ±100 for the full control effect; nearly all actives have a fitted effect of over 75% in size; some results filed as inactive show a strong effect at the top dose
Target sequence (P49798 whole entry, looked up): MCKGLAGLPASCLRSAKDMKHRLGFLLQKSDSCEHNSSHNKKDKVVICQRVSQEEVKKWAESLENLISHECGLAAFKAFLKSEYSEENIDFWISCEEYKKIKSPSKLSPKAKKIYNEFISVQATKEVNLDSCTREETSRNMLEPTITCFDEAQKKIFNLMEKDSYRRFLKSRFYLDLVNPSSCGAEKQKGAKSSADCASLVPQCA
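MLSMR compounds (23 nl, pin-transferred) preincubated 10 min at room temperature with a 500nM (2x) first reagent, then RGS4 at 900nM (2x) plus Transcreener GDP mix added; fluorescence polarization (620/688 nm) read before and after 90 min at 30 °C.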
An asterisk follows results filed as active; ? = inconclusive; . = not tested or not shown; & = joins results of further samples; [ ] = remark or other dose. Unless noted, calls follow the shape of the dose curve; as a rule, active = well fitted curve in the direction sought with a large enough effect; inconclusive = small, poorly fitted or top-dose-only effect, or another doubt; inactive = no such curve, though single readings can be large; an effect the other way counts as inactive or inconclusive.

No.	mol	LDHA inh	ALOX12 inh	POLK inh	Apoferritin bind	APEX1 inh
1	C=CCN(CC=C)CC(=O)Nc1ccc(S(N)(=O)=O)cc1	-13	0%	-11%	5%	-3%
2	O=C(CCCl)N1CCCC2(CCCCC2)C1	-4	1%	2%	?	3%
3	CCOc1ccc(S(=O)(=O)N2CCOCC2)cc1NC(=O)CSCc1ccc(C)cc1	-2	21%	-7%	.	-9%
4	C=C(C)COc1ccc2c(C)c(CC(=O)N3C[C@H]4C[C@@H](C3)c3cccc(=O)n3C4)c(=O)oc2c1	7	38%[activator]	16%	-17%	8%
5	CCOc1ccc(N(CC(=O)NC(C)C)C(=O)CCC(=O)Nc2ccccn2)cc1	-1	11%	13%	1%	-13%
6	CC#CCN1c2ccccc2[C@]23C[C@@H](C(=O)OC)N(C(C)=O)C2=NC(C(=O)OC)=C(C(=O)OC)[C@H]13	1	0%	-3%	-4%	8%[12.4 µM]
7	COc1ccc(OCC(=O)NNC(=O)Cn2c(=O)cnc3ccccc32)cc1	-2	-2%	-14%	.	-2%
8	CN(C)S(=O)(=O)c1cccc(NC(=O)COC(=O)c2ccc3ccccc3n2)c1	-3	9%	-6%	.	17%
9	O=C(Nc1ccccc1)N(CCc1ccncc1)C1CCCCC1	-6	20%[57.4 µM]	-12%	.	.
10	CC(C)Sc1nc2c(c(=O)[nH]c(=O)n2C)n1CCc1ccccc1	-3&-1	0%&-7%	-10%	-7%	6%
11	COC(=O)c1sccc1-c1ccc(/C=N/OC(=O)c2cccs2)o1	0	?	-3%	-7%	-6%
12	COc1ccc(S(=O)(=O)N2CCCC2CNC(=O)C(=O)NCCc2ccccc2)cc1 (centres undefined)	0	-4%	-8%	.	-2%

No.	POLH inh	POLB inh	ERG-DNA inh	RGS4 inh
1	-6%	17%	-5%	-8%
2	-7%	1%	-24%	4%
3	?	.	3%	14%
4	-6%	16%	1%	-15%
5	-5%	?	0%	-7%
6	-16%	10%	3%	10%
7	-6%	.	-3%	-20%
8	1%	.	7%	7%
9	-4%	.	-14%	29%
10	-7%	29%	10%	6%
11	-22%	-1%	3%[15.4 µM]	-4%
12	-11%	.	17%	16%

More structures:
No.	mol	LDHA inh	ALOX12 inh	POLK inh	Apoferritin bind	APEX1 inh
13	Cc1noc(C)c1COc1ccc(C(=O)OCC(=O)Nc2ccc(C(=O)N(C)C)cc2)cc1	-5	14%	-8%	.	3%
14	O=C(CSc1nnc(Cc2ccccc2)n1Cc1ccco1)NC1CCCC1	-5	0%	-14%	-10%	-3%
15	Cc1nn(CCC#N)c(NC(=O)c2ccc(Cl)cc2Cl)c1P(=O)(Nc1ccc([N+](=O)[O-])cc1)N1CCOCC1 (centres undefined)	-10	-18%	-9%	-16%	-1%
16	Cc1nn(C)c(C)c1-c1c(C#N)c(N)nc2c1CCCCCC2	-4	4%	-8%	-14%	2%
17	O=C(Nc1ccc(F)cc1)c1cccnc1N1CCOCC1	-6	4%	-16%	1%	-3%
18	O=C1C=C(NCc2ccccc2)c2ccccc2C1=O	9	?	-9%	-1%	-8%
19	COc1ccc(N(Cc2cc3ccc(C)cc3[nH]c2=O)S(=O)(=O)c2ccccc2)cc1	-9	.	-2%	-22%	16%
20	Cc1ccc(Cl)cc1NC(=O)CCCn1c(=O)c2cccn2c2cccnc21	-1	-5%	-11%	5%	.
21	CC1=CC2=NC(=O)CC(C)(C(=O)N(CC(=O)NC3CCCC3)Cc3ccc(Cl)cc3)N2C=C1 (centres undefined)	-2	?	-5%	2%	19%
22	COc1cccc(C2N(c3ccccn3)C(=O)C3CCCN32)c1OC (centres undefined)	-5	0%	-12%	-5%	-2%
23	CCCc1c(C(=O)Nc2ccc(C(F)(F)F)cc2)cnn1-c1ccccc1	0	?	2%	-4%	-3%
24	Cn1c(=NC(=O)CSCC(=O)N2CCCC2)sc2ccccc21	-8	100%[activator]	-7%	-10%	4%

No.	POLH inh	POLB inh	ERG-DNA inh	RGS4 inh
13	-4%	.	2%	7%
14	-10%	-22%	2%	-41%
15	1%	2%	-4%	7%
16	1%	?	1%	13%
17	5%	5%	7%	1%
18	5.6µM*	?	-1%	-52%
19	-17%	7%	7%	-10%
20	5%	-9%	4%	18%
21	0%	43%	-15%	-18%
22	-8%	-16%	-4%	12%[56.9 µM]
23	-11%	-11%	4%	-10%
24	0%	11%	-3%	-32%

Going on with the list:
No.	mol	LDHA inh	ALOX12 inh	POLK inh	Apoferritin bind	APEX1 inh
25	COC(=O)c1scc(S(=O)(=O)c2ccccc2)c1N	-4	-19%	-11%	-2%	9%
26	Cc1ccc(OCCN(C)C(=O)C2CCC(=O)N(CCCN3CCCC3=O)C2)cc1 (centres undefined)	1	-6%	4%	-4%	43%[activator]
27	COc1cccc(/C=N/N2CCN(c3ccncc3S(=O)(=O)N3CCCCC3)CC2)c1	0	-3%	-7%	0%	5%
28	OC(COCc1ccccc1)CN1CCN(Cc2ccc3c(c2)OCO3)CC1 (centres undefined)	-10	?	-12%	-4%	-4%
29	Cc1ccsc1/C=N/NC(=O)CN1CCN(Cc2ccccc2)CC1	-1	115%[activator]	-7%	-3%	0%
30	O=C(C1CC1)N1CCC(C(O)(c2ccccc2)c2ccccc2)CC1	2	-13%	-9%	-12%	18%
31	O=C(CN(Cc1ccccc1)C(=O)CCC(=O)Nc1nccs1)NCc1ccco1	-2	0%	0%	-14%	-1%
32	Cc1ccc(N=C(NO)c2nonc2N)c(C)c1	-1	-22%	2%	?	-1%
33	CCCn1c(=O)c(C(=O)Nc2ncccc2C)c(O)c2ccccc21	7	-8%	-3%	?	-7%
34	COCCN(C(=O)CSc1nc2ccccc2c(=O)n1C(C)COC)c1c(N)n(Cc2ccccc2)c(=O)[nH]c1=O (centres undefined)	-5	-1%	-8%	-10%	1%
35	Cc1cc(C)n(CC(=O)NNC(=O)c2cncc(Br)c2)n1	-2	0%	-2%	.	30%
36	Cc1ccccc1C(OCC(O)CN1CCN(CCO)CC1)c1ccccc1 (centres undefined)	?	?	-8%[60.1 µM]	-7%	-6%

No.	POLH inh	POLB inh	ERG-DNA inh	RGS4 inh
25	-19%	15%	10%	15%
26	-12%	4%	-5%	-15%
27	-18%	-2%	-8%	-36%
28	-6%	2%	-3%	22%
29	-14%	0%	13%	-22%
30	7%	7%	-4%	9%
31	-15%	29%	10%	-1%
32	-13%	0%	6%	-11%
33	-17%	?	-3%	6%
34	-18%	3%	0%	-5%
35	-17%	.	-11%	-13%
36	4%	-1%	-1%	20%

Reformatted tab-delimited: part of the list above
no.	Structure	LDHA inh	ALOX12 inh	POLK inh	Apoferritin bind	APEX1 inh	POLH inh	POLB inh	ERG-DNA inh	RGS4 inh
28	OC(COCc1ccccc1)CN1CCN(Cc2ccc3c(c2)OCO3)CC1 (centres undefined)	-10	?	-12%	-4%	-4%	-6%	2%	-3%	22%
36	Cc1ccccc1C(OCC(O)CN1CCN(CCO)CC1)c1ccccc1 (centres undefined)	?	?	-8%[60.1 µM]	-7%	-6%	4%	-1%	-1%	20%
25	COC(=O)c1scc(S(=O)(=O)c2ccccc2)c1N	-4	-19%	-11%	-2%	9%	-19%	15%	10%	15%
33	CCCn1c(=O)c(C(=O)Nc2ncccc2C)c(O)c2ccccc21	7	-8%	-3%	?	-7%	-17%	?	-3%	6%
27	COc1cccc(/C=N/N2CCN(c3ccncc3S(=O)(=O)N3CCCCC3)CC2)c1	0	-3%	-7%	0%	5%	-18%	-2%	-8%	-36%

Continued.
No.	mol	LDHA inh	ALOX12 inh	POLK inh	Apoferritin bind	APEX1 inh
37	CCc1cccc(-n2c(=O)c3cccnc3n2CC(=O)Nc2c(C)cc(C)cc2C)c1	-7	-7%	5%	0%	.
38	NC(=O)CC(NC(=O)c1ccc(Br)cc1)c1ccc(N2CCN(c3ccccc3)CC2)c([N+](=O)[O-])c1 (centres undefined)	-9	-12%	1%	?	39%
39	COc1ccc(N/C(N)=N/c2nc(CSc3ccc(Cl)cc3)cc(=O)[nH]2)cc1	1	14%	-3%	?	-1%
40	CCOC(=O)Cn1nc(-c2ccccc2)c2cnc3ccc(C)cc3c21	-7	9%	-3%	-3%	2%
41	O=S1(=O)N[C@@H](Cc2ccccc2)COc2cc(Br)ccc21	2	2%	-11%	.	-5%
42	O=C(c1ccco1)N1CCN(C(=O)c2cc(-c3ccncc3)nc3ccc(Br)cc23)CC1	-4	?	-7%	.	.
43	CCN1CCN(c2ccc(NC(=O)c3ccc([N+](=O)[O-])o3)cc2Cl)CC1	11	0%	-19%	-15%	-7%
44	CCc1cc2c(=O)c(-c3cnn(-c4ccccc4)c3)c(C)oc2cc1OCC(=O)Nc1cccc(C)c1	-5	-17%	-2%	-2%	4%
45	O=C1c2ccccc2CCc2ccc(Br)cc21	-5	10%	-2%	.	-14%

No.	POLH inh	POLB inh	ERG-DNA inh	RGS4 inh
37	-4%	13%	-7%	0%
38	-19%	-1%	-11%	-12%
39	7%	?	.	11%
40	-12%	?	-4%	-12%
41	-1%	.	-1%	13%
42	?	.	-2%	-31%
43	-8%	28%	-9%	20%
44	-23%	14%	3%	4%
45	-11%	.	.	14%

These rows are one share of the data. The share of hits here may be higher or lower than overall.
